High-throughput results from PubChem BioAssay.
PLK1 kinase inh: PLK1 (human) kinase inhibition; hit rate 0.53% among 97,000; inhibition, % at 10 µM; recombinant PLK1 kinase, TR-FRET peptide phosphorylation; AID 619; P53350;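 active = inhibition of 50% or more in the single-concentration screen; inactive = inhibition below 50%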;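 note: 0% = DMSO max control and 100% = H-89 dihydrochloride min control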
Plk1 PBD FP: inhibitors of human Plk1 polo box domain binding; P53350; hit rate 0.13% among 97,000; inhibition, %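 (tested at about 20 µM)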; Plk1 PBD phosphopeptide binding, fluorescence polarization; in the data active = inhibition above about 34%, passing the limit was not always enough
CYP2C19 act: increases human CYP2C19 enzyme activity; P33261; recombinant CYP2C19, luciferin-H EGE luminescence; stronger effect = higher value; 0 = fully inhibited enzyme, 1 = untreated enzyme; activation factor at 5 µM; 96,000 tested, under 10 active;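 active = activation factor of at least 2 at 5 µM in the primary screen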;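 note: 0 = wells with 2.5 mM tranylcypromine and 1 = vehicle-only wells; values of inactives mirror those of a sister screen read the other way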
HIV Rev-RRE inh: HIV Rev-RRE protein-RNA interaction inhibition; hit rate 0.79% among 97,000; inhibition, % at 8 µM; Rev peptide-RRE RNA binding, FRET; P05866;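 active = inhibition above the screen-wide mean plus 3 SD, cut at about 35% in these data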;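 note: 0% = median DMSO wells and 100% = median Neomycin B control wells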
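Assay system: Rev peptide and RRE RNA, both fluorescently labelled; times: 5 min preincubation and 15 min binding, 25 °C; detection: FRET, ex 480 nm, em 540 and 671 nm; read-out basis: % inhibition from 671/540 nm acceptor-to-donor ratio, scaled between controls; benchmarks: DMSO low control, neomycin B high control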
EphB4 ephrin blk: EphB4-ephrin-B2 interaction antagonism; P54760; EphB4 LBD / TNYL-RAW-Alexa532 peptide, fluorescence polarization; inhibition, % at 7 µM; hit rate 0.15% among 97,000;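 active = inhibition above the screen-wide mean inhibition plus 3 SD, cut at about 15% in these data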;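 note: 0% = DMSO wells and 100% = excess unlabeled TNYL-RAW peptide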
Target sequence (P54760 whole entry, looked up, the tested form may be a part): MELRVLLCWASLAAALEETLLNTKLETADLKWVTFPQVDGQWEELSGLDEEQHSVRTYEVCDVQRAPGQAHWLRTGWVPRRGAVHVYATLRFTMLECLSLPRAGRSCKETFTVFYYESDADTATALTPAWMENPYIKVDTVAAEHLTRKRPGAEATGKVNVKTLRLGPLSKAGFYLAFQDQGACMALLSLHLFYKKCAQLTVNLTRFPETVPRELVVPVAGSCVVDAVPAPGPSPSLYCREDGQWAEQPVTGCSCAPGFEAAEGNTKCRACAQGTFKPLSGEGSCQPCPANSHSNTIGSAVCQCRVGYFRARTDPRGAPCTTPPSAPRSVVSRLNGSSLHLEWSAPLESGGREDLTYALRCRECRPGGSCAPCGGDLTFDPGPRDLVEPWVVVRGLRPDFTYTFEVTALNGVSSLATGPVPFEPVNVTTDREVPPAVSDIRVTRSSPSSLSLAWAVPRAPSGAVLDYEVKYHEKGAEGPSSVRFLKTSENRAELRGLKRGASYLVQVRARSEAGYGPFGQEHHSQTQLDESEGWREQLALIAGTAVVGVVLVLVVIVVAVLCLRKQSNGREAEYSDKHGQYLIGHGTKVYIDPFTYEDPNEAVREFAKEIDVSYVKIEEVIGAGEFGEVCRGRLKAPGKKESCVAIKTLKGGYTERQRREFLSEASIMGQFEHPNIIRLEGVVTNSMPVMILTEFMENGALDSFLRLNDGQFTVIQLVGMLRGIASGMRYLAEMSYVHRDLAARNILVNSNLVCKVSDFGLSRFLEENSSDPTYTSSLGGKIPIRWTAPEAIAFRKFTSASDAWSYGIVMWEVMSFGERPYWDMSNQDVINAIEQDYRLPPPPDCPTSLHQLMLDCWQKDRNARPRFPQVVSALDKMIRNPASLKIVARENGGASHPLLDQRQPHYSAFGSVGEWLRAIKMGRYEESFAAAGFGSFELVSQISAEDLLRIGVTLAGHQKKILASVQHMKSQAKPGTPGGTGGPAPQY
PLAP act: human PLAP activation. P05187. purified PLAP enzyme, luminescent substrate read-out; stronger effect = higher value. activation fold at 20 µM. hit rate 1.2% among 96,000. AID 696; in the data active = activation fold above about 2
CYP2C9 inhib: human CYP2C9 inhibition; CYP2C9 Supersomes, luciferin-H conversion, luminescence; inhibition, % at 5 µM; hit rate 20% among 96,000; AID 777;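 active = blocking of liver enzyme CYP2C9 beyond about 50% at 5 µM, limit read from the data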; note: values of inactives mirror those of a sister screen read the other way
CYP2C19 inhib: human CYP2C19 inhibition; P33261; CYP2C19 Supersomes, luciferin-H EGE luminescence, 30 min; inhibition, % at 5 µM; hit rate 21% among 96,000; AID 778;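 active = CYP2C19 inhibition above a set limit at 5 µM in the primary screen, cut at about 50% in these data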;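 note: plate controls were negative control wells for no effect and 2.5 mM tranylcypromine positive control for full effect; values of inactives mirror those of a sister screen read the other way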
CYP2C9 act: CYP2C9 (human) activation | AID 1024 | activation factor at 5 µM | hit rate 1.4% among 96,000 | recombinant CYP2C9, luciferin-H conversion, luminescence; stronger effect = higher value; factor 1 = untreated enzyme, 0 = blocked | P11712;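 active = activation factor of 2 or more for CYP2C9 at a 5 µM dose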;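 note: 0 = sulfaphenazole-blocked wells and 1 = vehicle-only wells; values of inactives mirror those of a sister screen read the other way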
An asterisk follows results filed as active; . = not tested or not shown.

PLK1 kinase inh,CYP2C19 inhib,Plk1 PBD FP,HIV Rev-RRE inh,CYP2C9 inhib,PLAP act,CYP2C19 act,CYP2C9 act,EphB4 ephrin blk,canonical_smiles
-7.2,-3.0,2.2,1.9,-78.3,1.2,1,1.8,2.6,O=C(NC1CCSC1=O)c1ccc(Oc2cccc(C(F)(F)F)c2)nc1 (stereo unspecified)
-21.9,61.5*,-15.3,4.4,-51.5,1.8,0.4,1.5,3.9,Cc1csc2nc(CCNS(=O)(=O)c3ccc4c(c3)OCCO4)cn12
.,43.3,.,.,34.1,1.7,0.6,0.7,.,COc1ccc(C)cc1NC(=O)CCC(=O)Nc1ccc2nc(N3CCN(C)CC3)cc(C)c2c1
-1.1,33.5,-8.9,1.4,51.7*,0.9,0.7,0.5,-7.4,Cc1cccc(NC(=O)c2snc3c(=O)[nH]cnc23)c1
-4.8,-6.3,12.9,1.7,-0.2,0.9,1.1,1,-5.8,Cc1cc(C(C)(C)C)ccc1OCCN(C)C
-5.7,88.5*,15.0,7.6,85.0*,1.4,0.1,0.2,2.6,CCCc1nc2sc3c(c2c(=O)n1NC(=O)CCCl)CCCC3
-12.8,.,5.0,10.1,.,.,.,.,3.1,COc1cc(NC(=O)c2ccccc2)c(OC)cc1NC(=O)CN1CCCCC1
-5.3,-7.0,-9.0,1.7,68.4*,1.2,1.1,0.3,1.7,Cc1ccc(NC(=O)c2cc(S(=O)(=O)N3CCCCC3)ccc2N2CCOCC2)cc1F
-6.5,21.8,13.5,4.0,21.5,1,0.8,0.8,1.8,OCC1(c2cc(C(F)(F)F)n[nH]2)CCCCC1
-5.1,.,-6.4,6.8,.,.,.,.,6.6,COc1ccc(S(=O)(=O)Nc2cc(C)on2)cc1OC

Rewritten as labelled records: four of the compounds above.
mol: Cc1cc(C(C)(C)C)ccc1OCCN(C)C
  PLK1 kinase inh = -4.8; CYP2C19 inhib = -6.3; Plk1 PBD FP = 12.9; HIV Rev-RRE inh = 1.7; CYP2C9 inhib = -0.2; PLAP act = 0.9; CYP2C19 act = 1.1; CYP2C9 act = 1; EphB4 ephrin blk = -5.8

mol: CCCc1nc2sc3c(c2c(=O)n1NC(=O)CCCl)CCCC3
  PLK1 kinase inh = -5.7; CYP2C19 inhib = 88.5*; Plk1 PBD FP = 15.0; HIV Rev-RRE inh = 7.6; CYP2C9 inhib = 85.0*; PLAP act = 1.4; CYP2C19 act = 0.1; CYP2C9 act = 0.2; EphB4 ephrin blk = 2.6

mol: COc1cc(NC(=O)c2ccccc2)c(OC)cc1NC(=O)CN1CCCCC1
  PLK1 kinase inh = -12.8; CYP2C19 inhib = .; Plk1 PBD FP = 5.0; HIV Rev-RRE inh = 10.1; CYP2C9 inhib = .; PLAP act = .; CYP2C19 act = .; CYP2C9 act = .; EphB4 ephrin blk = 3.1

mol: Cc1ccc(NC(=O)c2cc(S(=O)(=O)N3CCCCC3)ccc2N2CCOCC2)cc1F
  PLK1 kinase inh = -5.3; CYP2C19 inhib = -7.0; Plk1 PBD FP = -9.0; HIV Rev-RRE inh = 1.7; CYP2C9 inhib = 68.4*; PLAP act = 1.2; CYP2C19 act = 1.1; CYP2C9 act = 0.3; EphB4 ephrin blk = 1.7

Following part:
PLK1 kinase inh,CYP2C19 inhib,Plk1 PBD FP,HIV Rev-RRE inh,CYP2C9 inhib,PLAP act,CYP2C19 act,CYP2C9 act,EphB4 ephrin blk,canonical_smiles
-10.4,0.8,-1.8,8.1,1.1,1.1,1,1,2.0,Cc1csc(SCC(=O)Nc2c(C)n(C)n(-c3ccccc3)c2=O)n1
26.2,22.4,-7.8,-0.5,-10.9,0.8,0.8,1.1,-3.6,CCc1ccccc1NC(=O)C1NC(=O)CC1c1ccccc1 (stereo unspecified)
-5.6,49.9,-0.2,-4.0,12.0,0.9,0.5,0.9,-5.1,CCC(C)NS(=O)(=O)c1cccs1 (stereo unspecified)
-5.2,60.7*,-9.9,5.3,11.8,1.3,0.4,0.9,-7.1,COc1ccc(C)cc1NC(=O)CN1CCN(CC(=O)Nc2ccccc2F)CC1
-10.8,32.0,3.4,2.3,25.0,1,0.7,0.8,-0.4,Cc1noc(C)c1CSc1nnc(-c2cc(Cl)ccc2Cl)n1N
-12.1,49.6,10.4,1.7,-408.7,0.8,0.5,5.1*,0.4,O/N=C/CCn1c(=S)sc2ccccc21
-1.6,46.3,19.0,0.5,-205.3,1,0.5,3.1*,2.4,COc1ccc(Br)cc1C(=O)Nc1ccc(O)cc1
-7.4,77.2*,-6.8,28.7,55.9*,1.8,0.2,0.4,7.2,COc1ccc(CCn2c(N)c(C(=O)NCc3ccco3)c3nc4ccccc4nc32)cc1OC
-8.1,5.4,18.7,12.1,12.3,1,0.9,0.9,8.3,CCOC(=O)Cn1c(Br)nc2c1c(=O)[nH]c(=O)n2C
-4.5,0.2,10.5,9.7,-4.3,1,1,1,-1.4,CCCC(=O)Nc1nc2nc(C)cc(=O)n2[nH]1
.,-13.9,.,.,-7.6,1.4,1.1,1.1,.,Cc1ccc(Cl)cc1N1CCN(C(=O)CCC(=O)O)CC1
-11.3,13.3,-17.6,-0.8,5.0,1.2,0.9,0.9,-3.2,CCOC(=O)N1CCC(NC(=O)c2cc(C(=O)NCc3ccc(F)cc3)ccc2CO)CC1
-6.9,63.2*,5.6,12.6,75.6*,2.2*,0.4,0.2,5.2,Cc1cc(C)cc(NC(=O)CSc2nc3ccncc3[nH]2)c1
2.5,35.5,-3.5,0.1,72.8*,1,0.6,0.3,-4.2,CCOC(=O)c1cnc(SC2CC(=O)N(c3cccc(OC)c3)C2=O)nc1N (stereo unspecified)
-4.5,-10.2,-8.5,-1.3,-7.3,1,1.1,1.1,-2.9,COc1ccc(OC)c(NC(=O)C2CCN(S(=O)(=O)c3cccs3)CC2)c1
3.3,-9.0,22.8,5.6,-1.2,1,1.1,1,0.6,c1nc2sc3c(c2c2nnnn12)CCC3
-9.9,28.6,14.3,-2.6,16.7,1.5,0.7,0.8,-3.0,CCCCNC(=O)C1CC(=O)N(c2ccc(OC)cc2)C1c1ccc(OC)cc1 (stereo unspecified)
-3.1,0.8,-7.3,3.0,4.6,1.5,1,1,-0.5,O=C(COC(=O)C1(c2ccccc2F)CCCC1)N1CCN(C(=O)c2ccco2)CC1
-10.4,2.4,-12.3,11.3,-1.0,0.7,1,1,-2.2,O=C1CCC(C(=O)OCc2ccccc2)N1 (stereo unspecified)
-1.1,86.0*,9.9,17.3,93.4*,1.1,0.1,0.1,-10.2,C=CCOC(=O)C1=C(C)NC(SC)=C(C#N)C1c1ccc(OCC)cc1 (stereo unspecified)
-11.8,.,2.2,-1.1,.,.,.,.,-4.9,CCOc1cc(S(=O)(=O)NCc2ccccn2)ccc1Cl

Single values from the list.
CYP2C9 inhib, CCCCNC(=O)C1CC(=O)N(c2ccc(OC)cc2)C1c1ccc(OC)cc1 (stereo unspecified) = 16.7
HIV Rev-RRE inh, O=C(COC(=O)C1(c2ccccc2F)CCCC1)N1CCN(C(=O)c2ccco2)CC1 = 3.0

This is a random part of the collection; any-hit rate near 29%.
